Chronic BCR inh: chronic active BCR signaling inhibition; 0.05% of 340,000 active; Potency, µM (highest dose often 46.1 µM), for inactives: at the highest dose ratio change, negative = lower green/red ratio, hits mostly inhibitors; ABC-DLBCL IkBa-CBG/CBR reporter, luminescence ratio, 4 h; AID 493014; active means well fitted inhibition curve with a large enough effect in the signal ratio, with a control signal flat, not every such curve was filed as active; inconclusive means small, poorly fitted or top-dose-only effect, or effect the other way, or a change in a side signal; the % refers to the signal ratio;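 further: potency means the concentration at half of the fitted maximal effect; plate controls were basal doxycycline-induced cells for no effect and cells given 10 µM MG132 for full effect; MG132 reads +100%, hits lower the ratio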
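Doxycycline induced both beetle luciferases in TMD8 lymphoma cells; IKK-driven degradation limits the IkappaBalpha-fused green signal, while red luminescence normalises for cell number and nonspecific effects. Compounds tested up to 46 uM, 4 hrs.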
S-ASM inh: inhibitors of human secretory acid sphingomyelinase | Potency, µM (doses to about 57.5 µM), without a hit: at the highest dose activity change, negative = inhibition, actives largely listed as inhibitors | AID 504937 | 0.006% of 340,000 active | placental ASM, HMU-PC fluorogenic substrate, 60 min; further: potency means the concentration at half of the fitted maximal effect
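Steps: dispense placental human ASM, pin compound, wait 10 min at room temperature, add HMU-PC0 substrate at 9 uM final, incubate 60 min at 37 °C, add stop solution raising pH to 10, read fluorescence.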
TSHR antag: blocks TSH signaling through the human TSH receptor | TSHR-expressing cells, TSH-stimulated cAMP HTRF, 2 h; active compounds read low | 0.2% of 330,000 active | activity change, negative = inhibition, % at 11.5 µM | AID 504810;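 active means activity change below a set negative limit, meaning inhibition stronger than a set level, cut at about -70% in these data; inconclusive means activity change between two set negative limits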; further: on the % scale 0 is the no-effect control and ±100 the full control effect
Target sequence (P16473 whole entry, looked up): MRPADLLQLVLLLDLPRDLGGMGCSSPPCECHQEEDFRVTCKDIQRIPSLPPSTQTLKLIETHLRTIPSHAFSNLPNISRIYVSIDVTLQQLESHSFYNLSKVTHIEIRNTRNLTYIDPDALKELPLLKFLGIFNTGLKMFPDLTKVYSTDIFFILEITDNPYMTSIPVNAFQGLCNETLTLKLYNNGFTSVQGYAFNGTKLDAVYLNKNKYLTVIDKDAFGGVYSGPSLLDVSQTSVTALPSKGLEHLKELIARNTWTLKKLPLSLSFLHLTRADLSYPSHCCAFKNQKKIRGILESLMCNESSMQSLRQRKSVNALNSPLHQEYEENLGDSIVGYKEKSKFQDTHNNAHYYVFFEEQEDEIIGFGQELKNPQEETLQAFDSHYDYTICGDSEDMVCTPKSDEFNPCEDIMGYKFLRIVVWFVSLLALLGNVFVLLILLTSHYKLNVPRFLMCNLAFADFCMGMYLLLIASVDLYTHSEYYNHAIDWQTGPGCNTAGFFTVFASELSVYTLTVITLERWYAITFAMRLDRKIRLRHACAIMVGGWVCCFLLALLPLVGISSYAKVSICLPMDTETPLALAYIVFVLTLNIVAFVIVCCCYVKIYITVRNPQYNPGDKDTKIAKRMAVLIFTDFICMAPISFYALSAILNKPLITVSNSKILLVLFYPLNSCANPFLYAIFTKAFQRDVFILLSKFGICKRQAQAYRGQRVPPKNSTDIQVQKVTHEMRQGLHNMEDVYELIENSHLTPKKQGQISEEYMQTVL
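Inhibition of cAMP made by TSHR-expressing cells under TSH stimulation (4nM final, EC80; 2 h, 37 deg C) is quantified with a one-step lysis HTRF kit, anti-cAMP cryptate versus cAMP-d2.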
ELG1 repair inh: inhibitors of ELG1-dependent DNA repair in HEK293T cells; 2.3% of 330,000 active; AID 504467; Potency, µM (top dose mostly 46.1 µM), for inactives: at the top dose activity change, negative = inhibition, hits mostly inhibitors; HEK293T ELG1-luciferase reporter, luminescence, 16 h; DNA damage induced by 5-fluorouridine; further: potency means the concentration at half of the fitted maximal effect; on the % scale 0 is the no-effect control and ±100 the full control effect; nearly all actives have a fitted effect of over 55% in size
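Reporter activity after DNA damage by 5-fluorouridine is monitored. Compound-treated cells incubate 16 hr at 37 °C, then ONE-Glo is added for 30 min before luminescence reading.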
Mito fusion yeast: inhibitors of mitochondrial division or activators of mitochondrial fusion. S. cerevisiae fusion-defective mutant growth rescue, CellTiterGlo 48 h. 0.23% of 320,000 active. Potency, µM (highest dose often 46.1 µM), for the others: at the top dose growth rescue (activation), hits mostly activators. AID 485298;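 further: potency means the concentration at half of the fitted maximal effect; % of control where 0% means no effect; nearly all actives have a fitted effect of over 45% in size; temperature-sensitive fusion mutants such as fzo1-1 at 37 °C on non-fermentable ethanol glycerol medium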
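Growth-rescue viability read-out: after 48 h at the non-permissive 37C in glycerol/ethanol YPEG, yeast mitochondrial fusion mutants are measured by CellTiterGlo luminescence; compounds (23 nl pinned per well) restoring growth score as division inhibitors or fusion activators.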
PTAP TSG101 blk: blocks PTAP/TSG101 interaction to inhibit HIV-1 budding; 340,000 tested, under 10 active; Q99816; Potency, µM (doses to about 115 µM), inactives show at the top dose activity change, negative = inhibition, hits mostly inhibitors; AID 493005; Fluorescence polarization, FITC-PTAP peptide / Tsg101 binding; active means well fitted inhibition curve with a large enough effect in the main read-out, with a control signal flat, not every such curve was filed as active; inconclusive means small, poorly fitted or top-dose-only effect, or effect the other way, or a change in a side signal; inactive means no such curve, though single readings can be large or run the other way; further: potency means the concentration at half of the fitted maximal effect; % of control where 0% means no effect
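FP read-out: FITC-PTAP peptide, 50 nM final, binding Tsg101 binding domain, 10 uM final; 20 min, r.t.; 10 mM HEPES pH 7.5, 0.15 M NaCl, 0.01% Tween 20, 3 mM EDTA, 0.1 mM TCEP.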
Tb PFK inh: inhibitors of T. brucei phosphofructokinase; 0.17% of 330,000 active; Potency, µM (highest dose often 57.5 µM), for inactives: top-dose activity, negative = inhibition, usual class: inhibitors; O15648; T. brucei PFK, ADP-Glo luminescence; AID 485367;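 further: potency means the concentration at half of the fitted maximal effect; 0% = uninhibited 1x PFK enzyme wells and -100% = no-enzyme wells; nearly all actives have a fitted effect of over 60% in size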
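Luminescent ADP detection (ADP-Glo, two-step: ATP depletion then ADP-to-ATP conversion for luciferase) reported PFK activity after 45 min room-temperature reaction of 1.25 nM enzyme with 0.5 mM F6P and 0.1 mM ATP at pH 8.0.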
TCR activator: activators of T cell receptors | primary human leukocytes, anti-CD3, IL-2 HTRF, 48 h | Potency, µM (highest dose often 9.22 µM), for inactives: at the highest dose activation of IL-2 secretion, actives largely listed as activators | 330,000 tested, under 10 active | AID 504894; further: % of control where 0% means no effect
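HTRF read-out of IL-2 secretion: europium cryptate donor excited at 320nm, d2 acceptor emission at 665nm. Cells were primary human leukocytes incubated 48 hr with compounds and a-CD3 beads, supplying TCR signal only.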
Eya2 inh: inhibitors of human Eya2 phosphatase activity; O00167; recombinant Eya2, OMFP fluorescence dephosphorylation (OMFP is methylfluorescein phosphate); Potency, µM (top dose mostly 76.9 µM), for the others: at the top dose activity, negative = inhibition, actives largely listed as inhibitors; 0.006% of 330,000 active; further: potency means the concentration at half of the fitted maximal effect; on the % scale 0 is the no-effect control and ±100 the full control effect
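Eya2 (0.2 uM) preincubated 10 min at ambient with compound, then OMFP substrate added at 50 uM; 10 min reaction in 50 mM HEPES pH 7.5, 50 mM NaCl, 5 uM MgCl2, 0.05% BSA, 1 mM DTT. Fluorescence read at Ex 485/Em 525 nm.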
a7 integrin act: integrin-mediated muscular dystrophy alleviation activation | alpha7betagal myoblasts, beta-gal FDG fluorescence, 48 h | Potency, µM (doses to about 38.3 µM), inactives show top-dose activation, actives largely listed as activators | 0.064% of 350,000 active | AID 624291;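 further: potency means the concentration at half of the fitted maximal effect; 100% = response of the positive control SU9516; nearly all actives have a fitted effect of over 60% in size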
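alpha7betagal+/- myoblasts (passage 13, 250/well) treated 48 h at 37C with compounds at 1:260 dilution of DMSO stock. Lysed, then beta-galactosidase activity read as FDG fluorescence (ex 480/em 540) after 30 min, with pre-read for autofluorescence.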
AT treatment: potential ataxia-telangiectasia treatment; […] A-T fibroblasts, KAP-1 phosphorylation AlphaLISA; neocarzinostatin DNA damage 30 min before lysis; Potency, µM (series often up to 57.5 µM), for inactives: at the top dose activation, hits mostly activators; 0.19% of 320,000 active; AID 485349; further: potency means the concentration at half of the fitted maximal effect; % of control where 0% means no effect; nearly all actives have a fitted effect of over 45% in size
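hTERT-immortalized A-T patient fibroblasts ([…]), 500 cells/well in OPTI-MEM, 1% FBS, got compounds for 60 min, then NCS for 30 min at 37C. Lysates were then assayed for phospho-KAP-1 by AlphaLISA (anti-pKAP1 donor, anti-KAP1 acceptor beads), 6 hr at 25C.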
Numbers without * were called inactive; u = inconclusive; x = not tested or not shown; [ ] = another dose, or the depositor's remark. Unless noted, the call rests on the fitted dose curve; in most records, active means well fitted curve in the direction sought with a large enough effect; inconclusive means small, poorly fitted or top-dose-only effect, or another doubt; inactive means no such curve, though single readings can be large; an effect the other way counts as inactive or inconclusive.

Fields: AT treatment	Eya2 inh	Chronic BCR inh	Tb PFK inh	PTAP TSG101 blk	TSHR antag	TCR activator	ELG1 repair inh	a7 integrin act	S-ASM inh	Mito fusion yeast
- CCOC(=O)C1=C(C)NC(C)=C(C(=O)OCC)C1C(=O)OCC(N)=O
  -6%	-15%	-15%	-5%	-1%	-27	-6%	0%	2%	59%[activator]	1%
- CCN1C(=O)/C(=C2/C=Cc3ccccc3N2CC)SC1=S
  -9%	-20%	u	-4%	0%	2	-5%	7%	-6%	-8%	2%
- CC(C)c1nc(SCC(=O)NCc2ccccc2)n[nH]1
  2%	1%	-1%	2%	-1%	-7	3%	6%	2%	2%	3%
- Nc1ccc2sc(N)nc2c1
  4%	-15%	0%	4%	0%	-3	-7%	u	23%	4%	4%
- CCOC(=O)c1c(C)[nH]c(C(=O)COC(=O)C2(C)CC2(Cl)Cl)c1C (stereo not given)
  x	1%	u	2%	-4%	-22	-1%	-19%	-26%	u	2%
- OCCCNc1cc(-c2ccnc(Nc3cccc(Cl)c3)n2)ccn1
  -14%	-11%	u	0%	-6%	9	-2%	0.58µM*	-40%[inhibitor]	9%	7%
- CC1CN(CCOc2ccccc2C(C)C)CC(C)O1 (stereo not given)
  1%	4%	3%	2%	2%	-4	10%	-12%	14%	2%	0%
- Cc1ccc(OCCn2ccnc2)c([N+](=O)[O-])c1
  2%	0%	-1%	2%	-3%	2	-2%	-1%	-14%	-1%	0%
- C=CCn1c(CCNC(=O)c2cccs2)nnc1SCC(=O)c1cccc([N+](=O)[O-])c1
  2%	14%	-4%	-4%	-7%	10	0%	-24%	22%	0%	-1%
- CCOc1ccc(-c2nn(-c3ccccc3)cc2/C=C2\SC(N)=NC2=O)cc1C
  1%	-1%	-13%	0%	3%	-17	-2%	-16%	-24%	2%	8%
- Cc1cc2c(cc1C)NC(c1ccccn1)C1=C(CC(C)(C)CC1=O)N2 (stereo not given)
  -2%	-32%	u	-5%	3%	15	-3%	u	29%	7%	2%
- O=C(CSc1ccc(-c2ccc(Cl)cc2)nn1)NC1CCCC1
  0%	-1%	0%	0%	1%	-12	1%	13%	3%	2%	-5%
- Cc1cc(C)c(NC(=O)/C(C#N)=C/c2ccc(OCc3ccc(F)cc3)cc2)c(C)c1
  6%	-5%	-12%	-1%	0%	4	-5%[46.1 µM]	u	-7%	-3%	-1%
- COCCNc1nnc(SCC(=O)Nc2nnc(-c3ccccc3)o2)s1
  -1%	-22%	4%	-2%	0%	3	7%	20%	4%	-1%	1%
- O=C(Nc1cccc(NC(=O)c2ccccc2Cl)c1)c1ccc(F)cc1
  -1%	-4%	u	1%	-10%	2	0%	-20%	u	-1%	1%
- CCCCOc1ccc(C(=O)NCC(=O)NC2CC2)cc1
  -11%	10%	u	-2%	-2%	1	3%	10%	-12%	1%	-1%
- C=CCNC(=O)NC(=O)COC(=O)COc1ccc(Br)cc1F
  -6%	-2%	-5%	0%	-6%	-16	0%	u	30%[7.66 µM]	-4%	8%
- CC(C)NC(=O)CC1Nc2c3ccccc3nc(=S)n2C1=O (stereo not given)
  -1%	7%	0%	-7%	-3%	-4	-1%	6%	12%	30%[activator]	0%
- CCn1c(=O)c2c(cnn2C)c2ccccc21
  -8%	12%	-14%	0%	-7%	21	2%	u	21%	0%	-2%
- CCOC(=O)N/N=C/c1cn(Cc2ccc(Cl)cc2)c2ccccc12
  4%	0%	u	-1%	-4%	-9	-4%[46.1 µM]	28%	26%	3%	3%

Exported bar-delimited: part of the list above
smiles | AT treatment | Eya2 inh | Chronic BCR inh | Tb PFK inh | PTAP TSG101 blk | TSHR antag | TCR activator | ELG1 repair inh | a7 integrin act | S-ASM inh | Mito fusion yeast
O=C(CSc1ccc(-c2ccc(Cl)cc2)nn1)NC1CCCC1 | 0% | -1% | 0% | 0% | 1% | -12 | 1% | 13% | 3% | 2% | -5%
CC(C)NC(=O)CC1Nc2c3ccccc3nc(=S)n2C1=O (stereo not given) | -1% | 7% | 0% | -7% | -3% | -4 | -1% | 6% | 12% | 30%[activator] | 0%
Nc1ccc2sc(N)nc2c1 | 4% | -15% | 0% | 4% | 0% | -3 | -7% | u | 23% | 4% | 4%
CCOc1ccc(-c2nn(-c3ccccc3)cc2/C=C2\SC(N)=NC2=O)cc1C | 1% | -1% | -13% | 0% | 3% | -17 | -2% | -16% | -24% | 2% | 8%

Other structures follow:
Fields: AT treatment	Eya2 inh	Chronic BCR inh	Tb PFK inh	PTAP TSG101 blk	TSHR antag	TCR activator	ELG1 repair inh	a7 integrin act	S-ASM inh	Mito fusion yeast
- C=C1CCC[C@]2(C)C[C@H]3OC(=O)C(CN4CCOCC4)[C@H]3C[C@@H]12 (stereo not given in full)
  1%	-14%	u	0%	-10%	-8	-6%	-20%	-34%	4%	-9%
- Cc1nc2ccc(NS(=O)(=O)c3ccc(F)cc3F)cc2s1
  -3%	12%	-3%	-4%	0%	-11	-1%	0%	-2%	-1%	10%
- COc1cccc(CNC(=S)NC2CCCC2)c1
  2%	-1%	6%	0%	0%	7	-5%[46.1 µM]	-10%	-27%	6%	-2%
- COc1ccccc1CCC(=O)OCC(=O)Nc1ccc(C(N)=O)cc1
  11%	4%	0%	-2%	0%	-9	-1%	5%	34%	-3%	-2%
- O=c1c(N=Nc2ccc(O)cc2)c(-c2ccccc2)[nH]n1-c1ccc([N+](=O)[O-])cc1
  3%	4%	7%	8%	-5%	23	2%	0%	5%	-4%	6%
- CN1CCC(N(C)C(=S)Nc2ccc(SC(F)F)cc2)CC1
  2%	7%	-1%	-3%	0%	5	-2%[46.1 µM]	0%	-11%	4%	1%
- Cc1ccccc1OCc1nc2ccccc2c(=O)n1/N=C/c1cn[nH]c1-c1ccc(Br)cc1
  14%	-8%	u	0%	-1%	6	-7%[46.1 µM]	6.5µM*	13%	-19%	2%
- O=C(NNC(=O)c1ccccc1Cl)c1cccs1
  -1%	-6%	-29%	-5%	-7%	-4	1%[46.1 µM]	u	5%	4%	3%
- Cc1ccccc1NC(=O)CSc1nc(Nc2ccccc2)nc(N2CCOCC2)n1
  5%	-18%	0%	-8%	-1%	-5	-2%	u	-13%	-4%	0%

In the list so far, two contain a thiophene ring, fused or not.
Fields: AT treatment	Eya2 inh	Chronic BCR inh	Tb PFK inh	PTAP TSG101 blk	TSHR antag	TCR activator	ELG1 repair inh	a7 integrin act	S-ASM inh	Mito fusion yeast
- C=CCn1c(CCNC(=O)c2cccs2)nnc1SCC(=O)c1cccc([N+](=O)[O-])c1
  2%	14%	-4%	-4%	-7%	10	0%	-24%	22%	0%	-1%
- O=C(NNC(=O)c1ccccc1Cl)c1cccs1
  -1%	-6%	-29%	-5%	-7%	-4	1%[46.1 µM]	u	5%	4%	3%

Ordered by molar mass (smallest number first): some entries from above.
Fields: AT treatment	Eya2 inh	Chronic BCR inh	Tb PFK inh	PTAP TSG101 blk	TSHR antag	TCR activator	ELG1 repair inh	a7 integrin act	S-ASM inh	Mito fusion yeast
- COc1ccccc1CCC(=O)OCC(=O)Nc1ccc(C(N)=O)cc1
  11%	4%	0%	-2%	0%	-9	-1%	5%	34%	-3%	-2%
- O=c1c(N=Nc2ccc(O)cc2)c(-c2ccccc2)[nH]n1-c1ccc([N+](=O)[O-])cc1
  3%	4%	7%	8%	-5%	23	2%	0%	5%	-4%	6%
- Cc1ccccc1NC(=O)CSc1nc(Nc2ccccc2)nc(N2CCOCC2)n1
  5%	-18%	0%	-8%	-1%	-5	-2%	u	-13%	-4%	0%
